Source: PubChem (National Center for Advancing Translational Sciences (NCATS))
CXXC DNA block: inhibitors of human MLL CXXC domain-DNA interaction; Potency, µM (series often up to 115 µM), for inactives: at the top dose activity change, negative = inhibition, actives largely listed as inhibitors; actives 0.037% (n = 290,000); AID 2662; Q03164; MLL-CXXC / FITC-HOXA9 DNA fluorescence polarization; active = well fitted inhibition curve with a large enough effect in the polarisation, with a control signal flat, not every such curve was filed as active; inconclusive = small, poorly fitted or top-dose-only effect, or effect the other way, or a change in a side signal; inactive = no such curve, though single readings can be large or run the other way; the % refers to the polarisation; note: potency is the fitted concentration of half-maximal effect
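Steps: dispense CXXC domain solution (7 uM) → pin compounds or unlabeled HOX-A9 DNA control → 5 min ambient → add FLSN-HOX-A9 solution (50 nM) → spin → 30 min ambient → fluorescence polarization. Tris pH 7.5/NaCl/DTT/BSA buffer.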
Integrin act MD: integrin-mediated muscular dystrophy alleviation activation | actives 0.064% (n = 350,000) | alpha7betagal myoblasts, beta-gal FDG fluorescence, 48 h | Potency, µM (top dose mostly 38.3 µM), inactives show top-dose activation, usual class: activators;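 note: potency is the fitted concentration of half-maximal effect; 100% = response of the positive control SU9516; nearly all actives have a fitted effect of over 60% in size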
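alpha7betagal+/- myoblasts (passage 13, 250/well) treated 48 h at 37C with compounds at 1:260 dilution of DMSO stock. Lysed, then beta-galactosidase activity read as FDG fluorescence (ex 480/em 540) after 30 min, with pre-read for autofluorescence.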
TSG101-PTAP inh: blocks PTAP/TSG101 interaction to inhibit HIV-1 budding | Q99816 | Fluorescence polarization, FITC-PTAP peptide / Tsg101 binding | Potency, µM (doses to about 115 µM), for inactives: top-dose activity change, negative = inhibition, most hits filed as inhibitors | 340,000 tested, under 10 active | AID 493005; active = well fitted inhibition curve with a large enough effect in the main read-out, with a control signal flat, not every such curve was filed as active; inconclusive = small, poorly fitted or top-dose-only effect, or effect the other way, or a change in a side signal; inactive = no such curve, though single readings can be large or run the other way; note: potency is the fitted concentration of half-maximal effect; % of control where 0% means no effect
Target sequence (Q99816 whole entry, looked up): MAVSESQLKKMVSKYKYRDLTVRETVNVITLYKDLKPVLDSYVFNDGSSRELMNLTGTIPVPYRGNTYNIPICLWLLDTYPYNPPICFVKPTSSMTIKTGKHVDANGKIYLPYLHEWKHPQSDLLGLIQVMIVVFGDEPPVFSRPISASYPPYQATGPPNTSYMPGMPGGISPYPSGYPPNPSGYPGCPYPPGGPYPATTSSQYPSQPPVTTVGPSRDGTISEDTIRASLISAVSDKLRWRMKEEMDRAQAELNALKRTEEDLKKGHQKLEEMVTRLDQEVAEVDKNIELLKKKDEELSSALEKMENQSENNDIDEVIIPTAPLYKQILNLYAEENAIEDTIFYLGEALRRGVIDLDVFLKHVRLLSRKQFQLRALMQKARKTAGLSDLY
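Steps: Tsg101 binding domain dispensed (10 uM final), compounds pinned in DMSO, FITC-labeled PTAP-motif peptide added (50 nM final); after 20 min binding at room temperature, polarization measured.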
ELG1 DNA repair: inhibitors of ELG1-dependent DNA repair in HEK293T cells; HEK293T ELG1-luciferase reporter, luminescence, 16 h; DNA damage induced by 5-fluorouridine; Potency, µM (titrated, usually from 46.1 µM), for the others: top-dose activity change, negative = inhibition, most hits filed as inhibitors; actives 2.3% (n = 330,000); AID 504467; note: potency is the fitted concentration of half-maximal effect; % is set by controls: 0 for no effect and ±100 for the full control effect; nearly all actives have a fitted effect of over 55% in size
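5-Fluorouridine DNA damage + compound/DMSO, 2,000 cells/well, 16 h, 37 °C/5% CO2. ONE-Glo, 30 min RT, luminescence. Readout = decrease in reporter signal.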
B2AR arrestin: agonists driving beta-arrestin recruitment to human beta2-adrenergic receptor | AID 492947 | beta-arrestin recruitment to beta2AR, cell-based reporter | Potency, µM (top dose mostly 46.1 µM), for inactives: top-dose activation, hits mostly activators | actives 0.02% (n = 330,000) | P07550;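 note: potency is the fitted concentration of half-maximal effect; 0% = DMSO controls and full agonism = EC100 isoproterenol or metaproterenol; nearly all actives have a fitted effect of over 65% in size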
Target sequence (P07550 whole entry, looked up): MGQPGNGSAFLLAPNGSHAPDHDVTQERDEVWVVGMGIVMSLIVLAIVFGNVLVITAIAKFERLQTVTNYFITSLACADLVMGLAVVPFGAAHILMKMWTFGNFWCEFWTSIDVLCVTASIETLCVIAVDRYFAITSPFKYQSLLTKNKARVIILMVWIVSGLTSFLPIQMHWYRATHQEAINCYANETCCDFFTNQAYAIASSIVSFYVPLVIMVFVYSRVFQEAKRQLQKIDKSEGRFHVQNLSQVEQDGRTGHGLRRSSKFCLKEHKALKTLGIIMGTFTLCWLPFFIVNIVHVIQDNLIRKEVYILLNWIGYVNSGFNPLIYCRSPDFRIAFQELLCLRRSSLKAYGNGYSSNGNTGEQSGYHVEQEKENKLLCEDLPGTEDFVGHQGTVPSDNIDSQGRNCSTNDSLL
A-T KAP1 phos: potential ataxia-telangiectasia treatment; AID 485349; actives 0.19% (n = 320,000); […] A-T fibroblasts, KAP-1 phosphorylation AlphaLISA; neocarzinostatin DNA damage 30 min before lysis; Potency, µM (titrated, usually from 57.5 µM), inactives show at the top dose activation, most hits filed as activators; note: potency is the fitted concentration of half-maximal effect; % of control where 0% means no effect; nearly all actives have a fitted effect of over 45% in size
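ATM-like activity read as KAP-1 phosphorylation via AlphaLISA donor/acceptor antibody pairs after lysis and 6 hr at 25C. Cells were ATM-null patient fibroblasts ([…], hTERT), dosed 60 min, then exposed to the DSB inducer NCS for 30 min.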
BRCA1 expr up: BRCA1 expression activation. MCF7-BRCA1-FFLuc reporter, luminescence, 48 h; response scale: scaled: vehicle 0%, 10 µM genistein 100%. Potency, µM (titrated, usually from 46.1 µM), without a hit: at the highest dose activation, usual class: activators. actives 1.1% (n = 380,000); note: potency is the fitted concentration of half-maximal effect; nearly all actives have a fitted effect of over 80% in size; some results filed as inactive show a strong effect at the top dose
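Activators of BRCA1 expression were detected as increased firefly luciferase luminescence in engineered MCF7 cells after 48 h compound incubation. Signals were scaled to genistein 10 microM as full activation.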
TRPV1 agonist: agonists of human vanilloid receptor 1 (TRPV1); AID 540275; Q8NER1; TRPV1-expressing cells, Fluo-8 calcium influx, agonist mode; actives 0.19% (n = 320,000); activation, % at 8.33 µM; in the data active = activation above about 80%; inconclusive = between about 30% and that limit; note: 0% is about no effect
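TRPV1-expressing cells were cultured overnight at 35.5C and loaded with Fluo-8 calcium dye for 40 to 90 min at room temperature. After a 10 s baseline, compound was added and calcium influx was read kinetically for 3 min (ex 480/em 520 nm).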
p53 reactivation: mutant p53 re-activation in reporter cells; H1299 p53-A138V BP100-luciferase reporter, luminescence, 24 h; Potency, µM (top dose mostly 92.2 µM), for the others: at the highest dose activity change, positive = activation, hits mostly activators; actives 0.063% (n = 320,000); note: potency is the fitted concentration of half-maximal effect; % of control where 0% means no effect; nearly all actives have a fitted effect of over 45% in size
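p53-null H1299 cells stably carrying temperature-sensitive p53-A138V and a BP100-luciferase reporter were pinned with compounds (4-point, 1:5 series) and held 24 hrs at 37 deg C. Luminescence was read 10 min after detection reagent.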
TCR activator: T cell receptor activation; 330,000 tested, under 10 active; primary human leukocytes, anti-CD3, IL-2 HTRF, 48 h; Potency, µM (doses to about 9.22 µM), without a hit: top-dose activation of IL-2 secretion, most hits filed as activators; note: % of control where 0% means no effect
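Primary human leukocytes receive a-CD3 beads and test compound and are incubated 48 hr. Secreted IL-2 is then assayed by HTRF, measuring 665nm acceptor emission after 320nm excitation of the europium donor.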
Numbers without * were called inactive; ? = inconclusive; / = not tested or not shown; [ ] = remark or other dose. Unless noted, calls come from the whole dose curve; as a rule, active = well fitted curve in the direction sought with a large enough effect; inconclusive = small, poorly fitted or top-dose-only effect, or another doubt; inactive = no such curve, though single readings can be large; an effect the other way counts as inactive or inconclusive.

#	mol	CXXC DNA block	Integrin act MD	TSG101-PTAP inh	ELG1 DNA repair	B2AR arrestin
1	O=C(Nc1cccnc1)c1ccccc1Cl	0.4%	10.2%	-1.0%	11.2%	0.4%
2	COc1ccc(CNC(=O)CCn2c(=O)oc3ccccc32)cc1	4.2%	0.0%	-5.6%	0.8%	-0.1%
3	Cc1ccc(NC(=O)c2ccc(C)c(S(=O)(=O)N3CCOCC3)c2)nc1	/	4.3%	0.0%	27.5%	-2.8%
4	COc1ccc(CNCC2COc3ccccc3O2)cc1 (configuration not stated)	?	33.5%	-3.9%	?	-0.6%
5	CC(C)c1ccccc1OCCNC(=S)NC(=O)c1cccnc1	2.6%	2.6%	-0.5%	?	-0.3%
6	CCC1CCCCN1Cc1ccc(OC)c(C)c1 (configuration not stated)	4.7%	-20.2%	-2.0%	3.9%	0.4%
7	COc1ccc(Br)cc1/C(C)=N/NC1=NCCN1	3.8%	-17.2%	-3.4%	?	0.0%
8	COc1ccccc1S(=O)(=O)N1CCN(S(=O)(=O)c2cccs2)CC1	/	?	-5.2%	4.9%	0.0%

#	A-T KAP1 phos	BRCA1 expr up	TRPV1 agonist	p53 reactivation	TCR activator
1	3.5%	32.0%	-2.8	8.1%	-2.9%
2	0.3%	-11.1%	4.7	-17.3%	6.2%
3	13.5%	-0.6%	?	13.0%	7.9%
4	9.0%	75.0%	-0.8	-1.6%	7.7%
5	3.1%	-45.8%	?	-5.1%	-17.4%
6	-2.0%	-9.6%	-1.6	0.6%	9.0%
7	0.9%	-49.6%	-0.5	0.7%	-6.1%
8	-10.5%	5.4%	2.0	-4.2%	1.0%

Remaining list, next part.
#	mol	CXXC DNA block	Integrin act MD	TSG101-PTAP inh	ELG1 DNA repair	B2AR arrestin
9	O=C(O)c1ccc(NC(=S)NC2CCCCC2)cc1	15.0%	11.1%	-3.1%	25.6%	-0.1%
10	Cc1noc(C)c1S(=O)(=O)N1Cc2ccccc2CC1C(=O)N(C)C (configuration not stated)	-1.2%	-20.1%	0.8%	23.1%	0.3%
11	COc1ccc(-c2csc(N(CCCN3CCOCC3)C(=O)CCl)n2)cc1	0.1%	2.0%	-2.2%	-1.7%	-0.4%
12	O=C(NCCc1c[nH]c2ccccc12)C1Cc2ccccc2CN1C(=O)c1ccco1 (configuration not stated)	1.2%	3.8%	-0.8%	24.2%	-0.1%
13	O=C(Cn1nc(-c2ccc(F)cc2)ccc1=O)Nc1ccc2c(c1)OCCO2	6.2%	16.1%	0.5%	12.2%	-1.4%
14	CCCc1cc(=O)[nH]c(SCc2ccc(Cl)cc2)n1	-6.4%	-2.1%	-1.5%	3.3%	-2.1%
15	C/C(=N\OC(=O)NC1CCCCC1)c1sc(-c2ccccc2)nc1C	13.0%	-37.7%	0.8%	?	0.3%
16	Cc1cn2c(N)c(C=C3C=C(Cl)C(=O)C(Cl)=C3)c(=O)nc2s1	?	-26.9%	?	?	0.0%

#	A-T KAP1 phos	BRCA1 expr up	TRPV1 agonist	p53 reactivation	TCR activator
9	-1.2%	-5.3%	0.8	1.0%	-8.3%[46.1 µM]
10	-1.4%	0.5%	-3.5	3.6%	4.1%
11	5.7%	43.7%	3.0	/	5.4%
12	1.5%	-23.3%	-1.0	15.5%	-0.8%
13	1.8%	-8.8%	7.5	-8.0%	-9.7%
14	0.8%	-3.5%	-5.2	-0.9%	5.7%
15	7.0%	-1.5%[1.84 µM]	?	?	0.1%
16	0.3%	-24.8%	8.6	-0.6%	-1.6%

Going on with the list:
#	mol	CXXC DNA block	Integrin act MD	TSG101-PTAP inh	ELG1 DNA repair	B2AR arrestin
17	O=C(c1cc(Cl)nc2ccccc12)N1CCN(S(=O)(=O)c2cccc(F)c2)CC1	/	7.2%	1.4%	1.1%	-1.9%
18	O=C1C=C(c2ccccc2)C[C@H](c2cccs2)[C@H]1n1cnc([N+](=O)[O-])c1	2.6%	-5.5%	-4.2%	-23.3%	-0.3%
19	Cc1nc(/N=C\c2ccc(N(C)C)cc2)sc1C	/	-10.1%	/	7.2%	0.1%
20	COc1ccc(C(=O)c2ccc(OC)cc2O)c(O)c1	-7.3%	7.1%	-0.6%	?	-0.1%
21	CC(NC(=O)c1cc(Br)ccc1Br)c1ccccc1 (configuration not stated)	-0.8%	/	/	2.1%	-0.9%
22	COc1ccc(CNC(=O)CN2C(=O)CSc3ccc(S(=O)(=O)N4CCOCC4)cc32)c(OC)c1	4.3%	-13.6%	-1.3%	6.2%	0.3%
23	COc1ccccc1N1CCN(C(CNC(=O)c2ccc3c(c2)OCO3)c2cccnc2)CC1 (configuration not stated)	-5.0%	-7.8%	-2.2%	-12.4%	-0.4%
24	CC(C)CCOP(=O)(c1ccc(N(C)C)cc1)C(O)c1ccc(N(C)C)cc1 (configuration not stated)	7.0%	14.4%	-4.9%	8.1%	-0.7%

#	A-T KAP1 phos	BRCA1 expr up	TRPV1 agonist	p53 reactivation	TCR activator
17	12.0%	-14.0%	-0.3	-4.7%	4.5%
18	-2.6%	-30.7%	4.7	-4.5%	-2.7%[46.1 µM]
19	3.5%	4.7%	2.8	8.2%	-3.3%
20	7.3%	10µM*	16.1	?	2.4%
21	4.5%	/	1.3	-2.7%	/
22	7.08µM*	-7.2%	3.3	-11.1%	-5.9%
23	-10.0%	6.7%	2.7	2.4%	2.1%
24	-13.5%	6.0%	4.0	8.0%	2.3%

Along the list, quoted from above.
CXXC DNA block for entries 17–23 → /, 2.6%, /, -7.3%, -0.8%, 4.3%, -5.0%
B2AR arrestin for entries 17–23 → -1.9%, -0.3%, 0.1%, -0.1%, -0.9%, 0.3%, -0.4%
Integrin act MD for entries 17–23 → 7.2%, -5.5%, -10.1%, 7.1%, /, -13.6%, -7.8%

Remaining list, next part
#	mol	CXXC DNA block	Integrin act MD	TSG101-PTAP inh	ELG1 DNA repair	B2AR arrestin
25	O=C(Nc1cccc(Cl)c1)Nc1cc(S(=O)(=O)N2CCCCC2)ccc1Cl	-2.1%	-63.7%[inhibitor]	-4.9%	?	2.5%
26	CC(C(=O)NC(C)(C)C)N(C(=O)CS(=O)CC(=O)Nc1ccc(F)cc1)C1CCCC1 (configuration not stated)	0.3%	-51.2%[inhibitor]	0.0%	14.0%	0.0%
27	Cc1sc2nc(C(C)C)nc(SCC(=O)NC3CC3)c2c1C	4.5%	-10.0%	-0.3%	-2.5%	0.1%
28	CCOC(=O)C1(C)Oc2ccc(S(=O)(=O)CC)cc2NC1=O (configuration not stated)	4.6%	-15.5%	0.6%	5.8%	-0.2%
29	COc1ccc([N+](=O)[O-])cc1NC(=O)C1CCCNC1=O (configuration not stated)	9.0%	?	-0.4%	-6.7%	-0.7%
30	Cc1ccc(S(=O)(=O)NNC(=O)c2cc3cc4ccccc4nc3s2)cc1	-1.6%	6.1%	-5.7%	-11.9%	-1.0%
31	CCOc1ccccc1C(=O)Nc1nnc(Cc2ccc(OC)c(OC)c2)s1	-15.5%	9.5%	-6.7%	-27.1%	0.3%
32	COc1ccc(C(=O)c2ccc([N+](=O)[O-])cc2)c(OC)c1OC	/	18.9%	1.4%	/	/

#	A-T KAP1 phos	BRCA1 expr up	TRPV1 agonist	p53 reactivation	TCR activator
25	-4.7%	-65.3%	0.6	-0.7%	-11.1%[46.1 µM]
26	0.7%	-33.8%	29.7	-3.9%	-6.9%
27	-2.7%	-6.6%	20.8	5.6%	7.4%
28	-2.6%	-5.4%	1.1	0.3%	-18.0%
29	0.0%	3.9%	-0.3	0.7%	7.3%
30	-0.7%	34.0%	/	4.1%	0.5%
31	-5.4%	-46.1%	-3.7	-4.0%	-1.5%
32	/	-13.1%	/	/	3.4%

New compounds follow.
#	mol	CXXC DNA block	Integrin act MD	TSG101-PTAP inh	ELG1 DNA repair	B2AR arrestin
33	COc1ccccc1N1CCN(C(=O)CCS(=O)(=O)c2ccc3c(c2)oc(=O)n3C)CC1	-2.8%	-8.7%	-1.4%	13.0%	0.3%
34	COc1cc(-c2nccc3cc4c(cc23)OCO4)cc(OC)c1OC	/	-41.1%	0.4%	/	/
35	COC(=O)c1ccc(CN2CCc3ccccc32)cc1	-4.7%	0.9%	1.8%	11.6%	0.2%
36	CN(C(=O)COC(=O)c1cc(S(=O)(=O)N2CCCCC2)ccc1N1CCOCC1)C1CCS(=O)(=O)C1 (configuration not stated)	-10.8%	9.2%	0.7%	10.7%	-0.4%
37	CCN(CC)CCOC(=O)c1ccccc1Br	-6.5%	-13.9%	-0.5%	1.2%	-0.1%

#	A-T KAP1 phos	BRCA1 expr up	TRPV1 agonist	p53 reactivation	TCR activator
33	7.0%	-7.6%	3.9	2.7%	1.1%
34	/	-50.1%	/	/	5.4%
35	3.9%	-6.2%	-1.7	0.1%	-11.2%
36	-6.7%	-12.1%	1.6	-2.6%	-1.1%
37	-0.2%	14.9%	1.5	-2.7%	/
